# Screening data (PubChem)
# RORgamma inh = qHTS for inhibitors of ROR gamma transcriptional activity; Nuclear receptor ROR-gamma (Mus musculus), P51450; Drosophila S2 Gal4-RORgamma UAS-luciferase reporter, 20 h; Potency, µM (series often up to 53.6 µM), without a hit: top-dose activity change, negative = inhibition, most hits filed as inhibitors; 310,000 tested, 5.4% active; also: % is scaled to controls: 0 for no effect and ±100 for the full control effect; nearly all actives have a fitted effect of over 60% in size
# Target sequence (P51450 whole entry, looked up, the tested form may be a part): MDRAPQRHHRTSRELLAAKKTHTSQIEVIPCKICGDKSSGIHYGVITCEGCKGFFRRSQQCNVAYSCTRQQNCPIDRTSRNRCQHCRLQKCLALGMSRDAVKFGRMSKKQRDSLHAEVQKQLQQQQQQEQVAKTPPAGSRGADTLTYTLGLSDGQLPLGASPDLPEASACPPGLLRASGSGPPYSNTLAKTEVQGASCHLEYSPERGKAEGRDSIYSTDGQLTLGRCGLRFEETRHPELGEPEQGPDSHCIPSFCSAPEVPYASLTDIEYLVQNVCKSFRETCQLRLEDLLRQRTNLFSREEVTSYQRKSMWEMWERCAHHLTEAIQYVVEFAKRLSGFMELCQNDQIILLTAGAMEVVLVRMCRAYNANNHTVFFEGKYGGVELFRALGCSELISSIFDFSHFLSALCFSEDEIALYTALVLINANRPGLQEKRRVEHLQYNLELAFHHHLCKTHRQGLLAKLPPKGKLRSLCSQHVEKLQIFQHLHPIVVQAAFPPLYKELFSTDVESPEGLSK
#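 Using a luciferase readout, inhibitors were identified by reduced reporter activity in Drosophila cells coexpressing a copper-inducible Gal4–ROR gamma fusion and UAS-driven Photinus luciferase, incubated 20 hr after 700 uM copper sulfate.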
# Rab9 prom act = qHTS Assay for Rab9 Promoter Activators. Potency, µM (series often up to 9.22 µM), for inactives: at the highest dose activation, negative = inhibition, most hits filed as activators. 320,000 tested, 2.8% active. Huh7 Rab9 promoter-luciferase reporter, luminescence, 24 h; also: % of control where 0% means no effect; nearly all actives have a fitted effect of over 60% in size
#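 Measured in stably transfected Huh7 cells bearing a Rab9 promoter–luciferase construct: 24 h compound treatment at 37 °C, followed by luminescence detection.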
# CXXC DNA block = qHTS Fluorescence Polarization Assay for Inhibitors of MLL CXXC domain - DNA interaction; Histone-lysine N-methyltransferase 2A (Homo sapiens), Q03164; Potency, µM (series often up to 115 µM), without a hit: top-dose activity change, negative = inhibition, hits mostly inhibitors; MLL-CXXC / FITC-HOXA9 DNA fluorescence polarization; 290,000 tested, 0.037% active; active = well fitted inhibition curve with a large enough effect in the polarisation, with a control signal flat, not every such curve was filed as active; inconclusive = small, poorly fitted or top-dose-only effect, or effect the other way, or a change in a side signal; inactive = no such curve, though single readings can be large or run the other way; the % refers to the polarisation
#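 Steps: dispense CXXC domain solution (7 uM) → pin compounds or unlabeled HOX-A9 DNA control → 5 min ambient → add FLSN-HOX-A9 solution (50 nM) → spin → 30 min ambient → fluorescence polarization. Tris pH 7.5/NaCl/DTT/BSA buffer.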
# Gal4-VP16 FLuc = VP16 counterscreen qHTS for inhibitors of ROR gamma transcriptional activity; AID 2546, 2010; Drosophila S2 Gal4-VP16 UAS-luciferase, luminescence, 20 h; Potency, µM (series often up to 53.6 µM), for the others: top-dose activity, negative = inhibition, most hits filed as inhibitors; 310,000 tested, 3.5% active;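 also: Gal4-VP16 expression switched on by copper sulfate through the metallothionein promoter; % is scaled to controls: 0 for no effect and ±100 for the full control effect; nearly all actives have a fitted effect of over 50% in size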
# FLuc counter = qHTS profiling assay for firefly luciferase inhibitor/activator using purifed enzyme and Km concentrations of substrates (counterscreen for miR-21 project); purified FLuc, Km substrates, luminescence inhibition; Potency, µM (doses to about 57.5 µM), inactives show at the top dose activity change, negative = inhibition, actives largely listed as inhibitors; 360,000 tested, 6.9% active; AID 588342, 2011; Luciferin 4-monooxygenase (Photinus pyralis), P08659;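 also: plate controls were vehicle for no effect and reference inhibitor for full effect; nearly all actives have a fitted effect of over 55% in size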
#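 Purified P. pyralis luciferase (10nM final) with 10uM D-luciferin and 10uM ATP (Km levels) in 50mM Tris acetate pH 7.5, 10mM Mg acetate, 0.01% Tween-20, 0.05% BSA; qHTS 6-point titration, ~60 µM downward; luminescence read.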
# NPC1 promoter act = qHTS Assay for NPC1 Promoter Activators; Huh7 NPC1 promoter luciferase reporter, 24 h; Potency, µM (titrated, usually from 9.22 µM), without a hit: at the top dose activation, actives largely listed as activators; 320,000 tested, 2.4% active; AID 485313, 2010;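 also: % of control where 0% means no effect; nearly all actives have a fitted effect of over 60% in size; reporter is driven by a mutant NPC1 promoter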
#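 Stable NPC1-promoter luciferase Huh7 line; cpd (DMSO) 24 h, 37 °C, 5% CO2; Amplite luciferase reagent 10 min RT; luminescence readout. qHTS format.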
# ELG1 genotoxic = qHTS screen for small molecules that induce genotoxicity in human embryonic kidney (HEK293T) cells expressing luciferase-tagged ELG1. 330,000 tested, 1.3% active. Potency, µM (top dose mostly 46 µM), for inactives: at the top dose activity change, positive = activation, hits mostly activators. AID 504466, 2011. HEK293T ELG1-luciferase reporter, luminescence, 16 h; also: % of control where 0% means no effect; nearly all actives have a fitted effect of over 60% in size
#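 DMSO vehicle served as control against compound-treated ELG1-luciferase HEK293T cells; exposure lasted 16 hr at 37 °C and 5% CO2, followed by ONE-Glo luminescence detection after 30 min.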
# uPA surface inh = qHTS for Inhibitors of Cell Surface uPA Generation | cell surface uPA generation assay, qHTS | AID 540303, 2011 | Potency, µM (titrated, usually from 38.3 µM), for the others: top-dose activity change, negative = inhibition, actives largely listed as inhibitors | 330,000 tested, 0.31% active; active = well fitted inhibition curve with a large enough effect; inconclusive = small, poorly fitted or top-dose-only effect; inactive = no such curve, though single readings can be large or run the other way; tested in mouse RAW 264.7 cells; also: % is scaled to controls: 0 for no effect and ±100 for the full control effect; nearly all actives have a fitted effect of over 55% in size
# MBNL1-CUG inh = qHTS Assay for Inhibitors of MBNL1-poly(CUG) RNA binding; AID 2675, 2010; TR-FRET MBNL1-His/biotin-(CUG)12 binding, 665/545 ratio; Muscleblind-like protein 1 (Homo sapiens), Q9NR56; 280,000 tested, 0.036% active; Potency, µM (series often up to 57.5 µM), without a hit: top-dose activity change, negative = inhibition, actives largely listed as inhibitors; active = well fitted inhibition curve with a large enough effect in the signal ratio, with a control signal flat, not every such curve was filed as active; inconclusive = small, poorly fitted or top-dose-only effect, or effect the other way, or a change in a side signal; inactive = no such curve, though single readings can be large or run the other way; the % refers to the signal ratio; also: % is scaled to controls: 0 for no effect and ±100 for the full control effect
# Target sequence (Q9NR56 whole entry, looked up): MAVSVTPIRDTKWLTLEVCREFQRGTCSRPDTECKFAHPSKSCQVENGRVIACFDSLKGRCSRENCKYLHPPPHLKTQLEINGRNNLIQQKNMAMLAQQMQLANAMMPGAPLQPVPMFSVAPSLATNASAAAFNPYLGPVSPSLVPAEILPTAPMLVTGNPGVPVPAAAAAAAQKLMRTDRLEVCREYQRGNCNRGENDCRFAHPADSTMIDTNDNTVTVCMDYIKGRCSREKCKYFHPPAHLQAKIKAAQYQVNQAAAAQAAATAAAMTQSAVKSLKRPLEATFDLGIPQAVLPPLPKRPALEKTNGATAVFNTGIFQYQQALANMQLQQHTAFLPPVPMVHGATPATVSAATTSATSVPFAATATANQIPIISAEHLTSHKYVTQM
#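 TR-FRET readout: Ex 340 nm, 665/545 nm emission ratio, normalized to buffer-only (basal) and MBNL1-(CUG)12 controls. Complex of MBNL1-His with Biotin-(CUG)12, compounds 92 nM–58 uM, incubated 60 min at room temperature.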
# BRCA1 expr up = qHTS Assay to Identify Small Molecule Activators of BRCA1 Expression; MCF7-BRCA1-FFLuc reporter, luminescence, 48 h; response scale: scaled: vehicle 0%, 10 µM genistein 100%; Potency, µM (titrated, usually from 46.1 µM), inactives show at the highest dose activation, most hits filed as activators; 380,000 tested, 1.1% active; AID 624202, 2012; also: nearly all actives have a fitted effect of over 80% in size; some results filed as inactive show a strong effect at the top dose
#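 Luminescence from a BRCA1-driven firefly luciferase in MCF7 cells was read after 48 h compound exposure at 37 C. Data normalized against DMSO and a 10microM genistein activation control, then curve-fitted across the titration.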
# p53 reactivation = qHTS assay for re-activators of p53 using a Luc reporter. Potency, µM (series often up to 92.2 µM), for the others: at the highest dose activity change, positive = activation, most hits filed as activators. 320,000 tested, 0.063% active. H1299 p53-A138V BP100-luciferase reporter, luminescence, 24 h; also: % of control where 0% means no effect; nearly all actives have a fitted effect of over 45% in size
#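 p53-null H1299 cells stably carrying temperature-sensitive p53-A138V and a BP100-luciferase reporter were pinned with compounds (4-point, 1:5 series) and held 24 hrs at 37 deg C. Luminescence was read 10 min after detection reagent.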
# Active calls of the source: *; u = inconclusive; x = no result given; & = joins results of further samples; [ ] = remark or other dose. Unless noted, calls follow the shape of the dose curve; as a rule, active = well fitted curve in the direction sought with a large enough effect; inconclusive = small, poorly fitted or top-dose-only effect, or another doubt; inactive = no such curve, though single readings can be large; an effect the other way counts as inactive or inconclusive. Potency is read from the fitted curve at half-maximal effect. A portion of the library. The share of hits here may be higher or lower than overall.
Compound | BRCA1 expr up | NPC1 promoter act | Rab9 prom act | RORgamma inh | uPA surface inh | FLuc counter | Gal4-VP16 FLuc | CXXC DNA block | ELG1 genotoxic | MBNL1-CUG inh | p53 reactivation
O=[n+]1c2c(n([O-])c3c1CCC3)CCCC2 | -1.2% | 0.1% | -1.5% | -4.4% | -1.6% | -0.3% | 11.2% | 2.0% | -1.3% | 9.3% | -3.9%
O=C1c2ccc(Oc3ccc([N+](=O)[O-])cc3)cc2C(=O)N1CCO | -7.5% | 1.2% | -4.4% | 9.4% | -1.1% | -0.6% | -0.4% | 13.3% | -0.2% | u | 12.8%
Cc1cc([N+](=O)[O-])ccc1N=Nc1c(N)[nH]n(-c2ccccc2)c1=O | -9.3% | 7.6% | -2.2% | 18.1% | 0.2% | -6.2% | -2.7% | -19.2% | -1.4% | 19.0% | 6.0%
CC(=O)c1ccc(OCCCC(=O)OCc2nnc(-c3ccc(Cl)cc3)o2)cc1 | 2.1% | -3.5% | -0.1% | -1.2% | x | -18.3% | 4.9% | 0.4% | 3.1% | -3.0% | -1.0%
CCC(Sc1nc(C)cc(C)n1)C(=O)O (configuration not stated) | 2.5% | 0.8% | 5.1% | 3.8% | 1.0% | -0.3% | 10.2% | -2.3% | -1.6% | 4.1% | 4.5%
CCOc1ccc(/C=C/C2=Cc3c(sc(NC(=O)CSc4n[nH]c(N)n4)c3C#N)C(C)(C)C2)cc1 | -77.5% | 10.7% | 0.7% | -19.2% | x | 9.53µM* | 2.9% | -22.9% | -15.5% | 8.8% | -13.2%
O=C(CCc1nnc(-c2ccc(-c3ccccc3)cc2)o1)NCCc1ccccn1 | -41.8% | 18.9% | 13.6% | -19.0% | 0.4% | 19µM* | u | u | u | -1.1% | -5.3%
O=C(NCCC1=CCCCC1)c1ccc(-n2cncn2)c([N+](=O)[O-])c1 | 16.5% | -3.0% | -1.5% | x | 11.4% | 1.3% | x | x | 3.1% | x | 7.7%
Cc1cc(C(=O)CN2C(=O)CCC2=O)c(C)n1Cc1ccccc1 | 1.7% | -5.6% | 0.6% | 6.6% | -2.5% | u | u | 1.3% | u | 0.5% | 4.0%
Cc1ccc(OCC(=O)N(Cc2ccco2)C2CCS(=O)(=O)C2)cc1 (configuration not stated) | -2.0% | -5.1% | -0.4% | -6.3% | 1.9% | -2.8%&2.9% | 15.1% | 2.0% | 0.6% | -0.6% | 2.5%
CCCCC1CC1C(=O)Nc1ccc(OC)c(OC)c1 (configuration not stated) | 1.9% | 1.4% | -1.9% | 4.8% | x | u | 5.3% | -4.2% | 19.5% | -4.8% | -8.0%
Cc1ccc2c(c1)N(CC(=O)NCc1cccnc1)C(=O)CO2 | 0.8% | -2.1% | -1.6% | 22.2% | -5.6% | 0.3% | -7.6% | -7.5% | -0.3% | u | 0.5%
CCOC(=O)c1c(NC(=O)C2C3C=CC(C3)C2(C)C(=O)O)sc2c1CCCC2 (configuration not stated) | -4.3% | -0.8% | 0.5% | u | 4.5% | 3.6% | -3.4% | 6.7% | 0.4% | u | 1.5%
CCOC(=O)c1c(NC(=O)c2ccc(N3CCOCC3)c([N+](=O)[O-])c2)sc(C)c1C | x | -0.3% | 3.3% | -0.4% | x | 0.1% | -15.9% | 10.7% | 0.2% | -2.0% | -1.9%
CCCCSc1nsc(NC(C)=O)n1 | 41.5%[1.84 µM] | 2.24µM* | 1.41µM* | -16.3% | -2.6% | 10.7µM* | -0.2% | -1.5% | u | 0.7% | u
CC(=O)N1CCC(N(CCN2CCOCC2)C(=S)Nc2ccccc2C)CC1 | -25.0% | -2.9% | 0.0% | -25.4% | 0.6% | -1.8% | 1.1% | 4.1% | -0.8% | x | 0.7%
Cc1ccc(C2SCC(=O)N2c2ccccc2)cc1 (configuration not stated) | 13.2% | 1.3% | 2.4% | -32.8% | 3.5% | -12.9% | 26.1% | -0.4% | 4.7% | -6.4% | 1.8%
CCNc1ccc(N=Nc2c(C)n(C)n(-c3ccccc3)c2=O)cc1 | 9.2% | 4.2% | 5.0% | 9.6% | -7.6% | -12.5% | -5.5% | 24.4% | -3.3% | u | -4.1%
Cn1nc(C(F)(F)F)c(/C=N/OC(=O)c2ccccc2)c1Sc1ccc(Cl)cc1 | -26.1% | -3.0% | -4.2% | 11.8% | 2.6% | -3.2%[2.3 µM] | -26.5% | -1.5% | -13.8% | 3.5% | -6.6%
COc1cccc(CSc2ccc(S(=O)(=O)N3CCOCC3)cc2C(=O)NCC2CCCO2)c1OC (configuration not stated) | 10.8% | -2.4% | 15.0% | 19.4% | 1.3% | -7.0% | 18.0% | 0.7% | -0.9% | 5.4% | -0.3%
O=C(c1cccc(S(=O)(=O)Nc2cccc(C(F)(F)F)c2)c1)N1CCOCC1 | 5.0% | 0.4% | 3.1% | 11.4% | 3.4% | -2.0% | 5.3% | 2.5% | -0.9% | -4.6% | -3.5%
CCCC(C)C(=O)Nc1cc([N+](=O)[O-])ccc1F (configuration not stated) | -14.4% | -0.9% | -3.3% | -8.1% | 0.2% | -1.8% | -10.4% | 14.3% | -1.2% | x | 8.5%
Cc1ccc(Cl)cc1N1CCN(C(=O)Cc2cn(C)c3ccccc23)CC1 | -87.2%[inhibitor] | -0.2% | -4.2% | 2.9% | -4.9% | 2.9% | -17.7% | 5.0% | -20.2% | 2.3% | 12.1%
C#CCOCCOCCOCCNc1nc(N2CCN(C(=O)[C@H]([C@@H](C)CC)n3cc([C@@H](N)CC(C)C)nn3)CC2)nc(N2CCN(C(=O)[C@H](Cc3ccc(O)cc3)n3cc([C@@H](N)CC(C)C)nn3)CC2)n1 | 0.0% | -2.8% | -0.9% | 5.3% | -6.9% | -0.2% | -1.8% | -25.8% | 4.8% | -12.1% | 0.4%
CC1=NN(C(=O)c2ccc(Cn3nc(C)c(Br)c3C)cc2)C(O)(C(F)(F)F)C1 (configuration not stated) | -71.2% | -1.0% | 1.4% | u | 2.0% | -0.1% | 12.6µM* | -0.9% | -6.6% | 3.2% | 0.2%
Cc1cc(OCC(=O)NC2CCN(Cc3ccccc3)CC2)c2c(C)cc(=O)oc2c1 | -4.9% | -6.2% | -3.8% | -12.3% | 3.4% | 0.4% | 1.2% | 6.1% | -1.6% | -3.2% | 9.7%
O=C(Nc1cc(C(F)(F)F)ccc1Cl)c1cccc(N2C(=O)CCC2=O)c1 | -20.2% | 0.1% | 0.0% | -12.6% | 2.9% | -2.4% | -1.1% | 25.0% | 1.7% | -5.8% | 0.0%
CCC(C)(C)n1nnnc1C(c1cccs1)N1CCCCC1 (configuration not stated) | -9.5% | -3.9% | -7.8% | -33.5% | -11.1% | -1.1% | 7.8% | 0.0% | -2.8% | 3.7% | -1.2%
N#Cc1cc2c(nc1SCc1cccc(Cl)c1)CCCCC2 | -24.8% | -5.3% | 1.7% | -1.3% | 3.8% | 1.1% | -1.1% | 11.8% | 0.4% | -1.3% | 0.4%
CC1CCc2sc(C(=O)Nc3nnc(SCc4ccc(F)cc4)s3)cc2C1 (configuration not stated) | 27.2% | 3.6% | -3.3% | u | -3.1% | -0.9% | 5.1% | 0.0% | -3.3% | -2.8% | 1.8%
COCCNC(=O)c1c[nH]c2ccc(S(=O)(=O)Nc3ccc(F)cc3F)cc2c1=O | 0.0% | -2.5% | 16.7% | 1.1% | 1.0% | 5.0% | -4.9% | -4.6% | -2.1% | -5.4% | 2.6%
Cc1cccc(/C=N/NC(=O)Cn2nnnc2N)n1 | -9.9% | 0.3% | 0.2% | 8.6% | 3.6% | -2.3% | -9.0% | -10.8% | 1.6% | x | -3.5%
COc1nnc(-c2ccc(C)c(S(=O)(=O)N(C)C)c2)c2ccccc12 | -30.6% | -1.7% | -3.0% | u | -6.1% | -1.3% | -12.0% | -3.3% | -0.1% | -7.4% | 110.6%
